Screening results (PubChem)
GASC1 inh – inhibitors of human demethylase GASC-1 KDM4C | Q9H3R0 | GST-KDM4C 2-372, H3K9me3 peptide, LANCE TR-FRET | inhibition, % at 12.5 µM | hit rate 0.15% among 96,000 | AID 720574;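 active = mean replicate inhibition above about 25%, with at least 55% of replicates also reaching it, limit read from the data, passing the limit was not always enough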
Target sequence (Q9H3R0 2-372 limits assumed): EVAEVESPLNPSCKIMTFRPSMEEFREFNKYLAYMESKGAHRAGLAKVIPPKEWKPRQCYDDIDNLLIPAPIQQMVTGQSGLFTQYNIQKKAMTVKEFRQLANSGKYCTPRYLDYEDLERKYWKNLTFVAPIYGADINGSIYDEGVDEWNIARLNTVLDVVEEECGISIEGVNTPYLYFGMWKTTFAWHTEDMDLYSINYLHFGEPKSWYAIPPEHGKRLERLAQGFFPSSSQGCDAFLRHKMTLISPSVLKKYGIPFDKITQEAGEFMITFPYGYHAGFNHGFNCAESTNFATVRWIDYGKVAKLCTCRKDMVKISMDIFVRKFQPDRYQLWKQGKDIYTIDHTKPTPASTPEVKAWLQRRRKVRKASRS
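Material: N-terminal GST-fused human GASC-1 (KDM4C) fragment, residues 2-372. Input: 10 nM enzyme. Incubation: enzyme reaction 30 min, then detection 60 min, both room temperature. Doses: one test concentration per compound. Read-out basis: inhibition from TR-FRET ratio decrease. Detection: LANCE TR-FRET, excitation 340 nm, emissions 618 and 671 nm.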
C diff growth – C. difficile growth inhibition. AID 1259249. growth activity, negative = inhibition, % at 16 µg/mL (by protocol). Clostridium difficile clinical isolate growth, OD600, 24 h; stronger effect = lower value. hit rate 0.25% among 86,000;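 active = mean growth activity at or below -80% and every replicate also at or below -80%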;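 note: 0% = DMSO wells and -100% = levofloxacin 16 µg/mL wells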
T cruzi growth – inhibitors of T. cruzi proliferation | T. cruzi beta-gal in NIH3T3, GalScreen luminescence, 90 h | inhibition, % at 8.34 µM | hit rate 5.9% among 77,000;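 active = mean inhibition above about 93%, with at least 55% of replicates each passing it, limit read from the data, passing the limit was not always enough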
Pf Dd2 inh – inhibitors of Plasmodium falciparum Dd2 growth; P. falciparum Dd2 growth, SYBR Green, 72 h; stronger effect = lower value; activity change, % at 10 µM; hit rate 2.3% among 94,000; AID 1159554; in the data active = activity change below about -80%
* marks the source's active call; other numbers are inactive results; . = not tested or not shown; & = joins results of further samples.

Every second line gives: GASC1 inh	C diff growth	T cruzi growth	Pf Dd2 inh
1. CC(C)NC(=O)N(C)C[C@@H]1Oc2ccc(NC(=O)CCCN(C)C)cc2C(=O)N([C@@H](C)CO)C[C@@H]1C
→ 1.5	-1	.	22
2. CN1c2ccc(Br)cc2[C@H]2[C@H](CCN2S(=O)(=O)c2ccccc2)[C@@H]1CO
→ 0.1	-9	95	16
3. CC(C)NC(=O)N(C)C[C@H]1Oc2ccc(NC(=O)Cc3cn(C)c4ccccc34)cc2CC(=O)N([C@@H](C)CO)C[C@H]1C
→ 1.0	-1	-13	-8
4. CNC[C@@H]1Oc2c(NC(=O)Nc3ccc(F)cc3)cccc2C(=O)N([C@H](C)CO)C[C@H]1C
→ -0.4	5	.	4
5. Cc1ccc(S(=O)(=O)Nc2ccc3c(c2)C(=O)N([C@H](C)CO)C[C@H](C)[C@@H](CN(C)C(=O)Nc2ccc(C(F)(F)F)cc2)OCCCC[C@@H](C)O3)cc1
→ 0.6	-7	101*	-54
6. C[C@@H]1CN([C@@H](C)CO)C(=O)Cc2cc(NC(=O)Cn3cnnn3)ccc2O[C@H]1CN(C)Cc1ccncc1
→ -0.8	1	16	0
7. O=C(C[C@H]1C=C[C@H](NC(=O)c2cccc(F)c2)[C@@H](CO)O1)NCc1ccc(Oc2ccccc2)cc1
→ -0.8	0	-8	-2
8. COc1cccc(-c2cccc(-c3nc(C(=O)NCc4ccc(Oc5ccccc5)cc4)cc4c3[C@@H](CCO)N(S(=O)C(C)(C)C)C4)c2)c1 (some centres undefined)
→ 0.1	-5	.	-84*
9. C[C@@H]1CN([C@@H](C)CO)C(=O)c2cc(C#Cc3ccccc3)cnc2O[C@@H]1CN(C)C(=O)CCN1CCCCC1
→ -2.1	4	34	-55
10. C[C@@H]1CN([C@@H](C)CO)C(=O)c2cc(NS(=O)(=O)c3cccs3)ccc2O[C@H]1CN(C)C(=O)Nc1cccc2ccccc12
→ 0.4	.	-30	19

Part of the list above in order of molar mass, lowest first.
Every second line gives: GASC1 inh	C diff growth	T cruzi growth	Pf Dd2 inh
1. CC(C)NC(=O)N(C)C[C@@H]1Oc2ccc(NC(=O)CCCN(C)C)cc2C(=O)N([C@@H](C)CO)C[C@@H]1C
→ 1.5	-1	.	22
9. C[C@@H]1CN([C@@H](C)CO)C(=O)c2cc(C#Cc3ccccc3)cnc2O[C@@H]1CN(C)C(=O)CCN1CCCCC1
→ -2.1	4	34	-55
3. CC(C)NC(=O)N(C)C[C@H]1Oc2ccc(NC(=O)Cc3cn(C)c4ccccc34)cc2CC(=O)N([C@@H](C)CO)C[C@H]1C
→ 1.0	-1	-13	-8

Additional structures.
Every second line gives: GASC1 inh	C diff growth	T cruzi growth	Pf Dd2 inh
11. COc1cccc(NC(=O)N(C)C[C@H]2Oc3cc(C#CC4(O)CCCC4)ccc3S(=O)(=O)N([C@@H](C)CO)C[C@H]2C)c1
→ 0.2	8	.	-5
12. Cc1ccc(S(=O)(=O)N(C)C[C@@H]2Oc3ncc(/C=C/c4ccccc4)cc3C(=O)N([C@H](C)CO)C[C@@H]2C)cc1
→ 2.0	6	120*	-70
13. CC(C)c1cn(CC[C@@H]2CC[C@@H](NC(=O)C3CCC3)[C@@H](CO)O2)nn1
→ -2.9	2	.	-8
14. Cc1ccccc1-c1ccc([C@H]2[C@H]3CN(C(=O)NC4CCCC4)CC(=O)N3[C@H]2CO)cc1
→ 1.6	33	.	-25
15. C[C@H](CO)N1C[C@H](C)[C@@H](CN(C)Cc2ccc(Oc3ccccc3)cc2)Oc2ncc(-c3cccnc3)cc2C1=O
→ 1.7	-9	82	-70
16. CCCNC(=O)C[C@H]1C[C@@H]2c3cc(NC(=O)Nc4ccccc4F)ccc3O[C@@H]2[C@H](CO)O1
→ -1.3	-3	28	-3
17. C[C@H](CO)N1C[C@H](C)[C@H](CN(C)C(=O)Nc2ccc(F)cc2)Oc2c(NC(=O)Nc3ccc(C(F)(F)F)cc3)cccc2C1=O
→ 1.3	38	100	-48
18. Cc1noc(C)c1S(=O)(=O)N(C)C[C@@H]1Oc2ccc(N(C)C)cc2CC(=O)N([C@@H](C)CO)C[C@H]1C
→ 4.5	-1	-18	3
19. C[C@@H]1CN([C@H](C)CO)C(=O)c2cc(NC(=O)Cc3cn(C)c4ccccc34)ccc2O[C@H]1CN(C)Cc1ccc(-c2ccccc2)cc1
→ -1.7	1	71	-13
20. CC(C)NC(=O)N(C)C[C@@H]1OCCCC[C@H](C)Oc2ccc(NS(=O)(=O)c3cccs3)cc2C(=O)N([C@H](C)CO)C[C@@H]1C
→ 0.2	8	-5	.

Continued:
Every second line gives: GASC1 inh	C diff growth	T cruzi growth	Pf Dd2 inh
21. CN1CCCCN2[C@H](C1)[C@@H](c1ccc(-c3ccccc3)cc1)[C@@H]2CO
→ -0.8	-5	14	46
22. O=C(C[C@H]1C=C[C@H](NS(=O)(=O)c2ccccc2)[C@@H](CO)O1)N1CCC(Cc2ccccc2)CC1
→ -1.3	-5	.	-2
23. CCCNC(=O)N1CC2(CCN(CC3CC3)CC2)c2c([nH]c3cc(OC)ccc23)[C@H]1CO
→ -0.3	5	.	19
24. CCCNC(=O)N1CC2(C1)[C@H](c1ccccc1)[C@@H](CO)N2C(=O)CC1CC1
→ 3.0	2	.	21
25. CCC(=O)N(C)C[C@H]1Oc2ncc(C3=CCCC3)cc2C(=O)N([C@@H](C)CO)C[C@H]1C
→ 1.5	0	19	23
26. COc1ccc2c3c([nH]c2c1)[C@H](CO)N(C)CC31CN(C(=O)NC(C)C)C1
→ 0.8	-6	.	44
27. C[C@H](CO)N1C[C@H](C)[C@H](CN(C)C(=O)Cc2cccnc2)Oc2ncc(-c3cccnc3)cc2C1=O
→ -0.1	0	74	13
28. C[C@@H]1CN([C@H](C)CO)S(=O)(=O)c2ccc(C3=CCCC3)cc2O[C@@H]1CN(C)Cc1ccccc1F
→ -1.0	-2	103*	-70
29. C[C@H]1CN([C@@H](C)CO)C(=O)CCCn2nncc2CO[C@@H]1CN(C)Cc1ccc(C(=O)Nc2ccccc2N)cc1
→ 1.6	-7	103*	-6
30. CCC(=O)N(C)C[C@H]1Oc2ncc(-c3ccccc3C)cc2C(=O)N([C@H](C)CO)C[C@H]1C
→ 2.0	-3	5	36

More entries
Every second line gives: GASC1 inh	C diff growth	T cruzi growth	Pf Dd2 inh
31. C[C@H]1CN([C@@H](C)CO)S(=O)(=O)c2ccc(-c3cncnc3)cc2O[C@H]1CN(C)C(=O)Cc1cccnc1
→ -1.0	-2	-105	22
32. CCCN1[C@@H]2c3ccc(-c4cccc(F)c4)c(=O)n3C[C@H]1[C@H](CO)[C@H]2C(=O)NCC1CC1
→ -1.7	-11	-60	.
33. C[C@H]1CN([C@@H](C)CO)C(=O)Cc2cc(NC(=O)Nc3ccc(F)cc3)ccc2O[C@H]1CN(C)C(=O)Nc1ccc2c(c1)OCO2
→ -1.4	-6	9	-10
34. COc1ccc(NC(=O)Nc2cccc3c2O[C@H](CN(C)Cc2ccncc2)[C@H](C)CN([C@H](C)CO)C3=O)cc1
→ -0.3	1	.	-11
35. COc1ccc(S(=O)(=O)N(C)C[C@@H]2Oc3ccc(NC(=O)C4CC4)cc3C(=O)N([C@@H](C)CO)C[C@H]2C)cc1
→ 0.2	3	-23	-27
36. CO[C@@H](C(=O)N(C)C[C@@H]1OCc2ccccc2-c2c(n(C)c3ccccc23)C(=O)N([C@@H](C)CO)C[C@@H]1C)c1ccccc1
→ -2.5	-3	12	13
37. C[C@@H]1CCCCO[C@@H](CN(C)CC2CCCCC2)[C@H](C)CN([C@@H](C)CO)C(=O)c2cc(NS(=O)(=O)c3ccc(Cl)cc3)ccc2O1
→ 0.2	6	102*	-36
38. O=C(C[C@@H]1C[C@H]2c3cc(NC(=O)Nc4ccccc4F)ccc3O[C@H]2[C@H](CO)O1)NCCc1ccccc1
→ -0.4	4	75	-12
39. CO[C@H]1CN(C)C(=O)c2cc(NS(C)(=O)=O)ccc2OC[C@@H](C)N(C)C[C@@H]1C
→ -0.2	.	14	34
40. CCCC(=O)Nc1ccc2c(c1)C(=O)N(C)[C@@H]1CC[C@@H](CC(=O)NC3CCCC3)O[C@@H]1CO2
→ 0.3	0	-12	7

Continued:
Every second line gives: GASC1 inh	C diff growth	T cruzi growth	Pf Dd2 inh
41. C[C@@H]1CN([C@H](C)CO)C(=O)c2cc(NC(=O)Nc3ccccc3)ccc2O[C@@H](C)CCCCO[C@H]1CN(C)S(=O)(=O)c1cccs1
→ -0.9	1	49	.
42. CN(C)CC#Cc1ccc([C@H]2[C@H](CO)N3C(=O)CN(C(=O)c4cccc(F)c4)C[C@@H]23)cc1
→ 2.8	-2	.	7
43. CC(C)C#Cc1ccc([C@H]2[C@@H](CO)N3C(=O)CN(C(=O)NC4CCCC4)C[C@@H]23)cc1
→ 0.6	-3	.	-7
44. O=C(Nc1ccc(F)cc1)N1C[C@H]2[C@@H](c3ccccc31)[C@@H](CO)N2C(=O)Cc1ccccc1
→ -1.0	20	-12	-6
45. O=C(Nc1ccccc1F)N1CCCCN2[C@H](CO)[C@H](c3ccc(-c4cccnc4)cc3)[C@H]2C1
→ -0.2	-5	47	-55
46. C/C=C/c1ccc([C@H]2[C@@H](CO)N3C(=O)CN(Cc4ccc(F)cc4)C[C@H]23)cc1
→ -5.7	12	.	11
47. CC(C)NC(=O)N(C)C[C@@H]1Oc2c(NC(=O)c3nc4ccccc4s3)cccc2C(=O)N([C@@H](C)CO)C[C@@H]1C
→ 1.3	4	58	-13
48. C[C@@H]1CN([C@H](C)CO)C(=O)Cc2cc(NS(C)(=O)=O)ccc2O[C@H]1CN(C)C(=O)Nc1ccc(F)cc1
→ 15	1	27	5
49. CO[C@H]1CN(C)C(=O)c2cc(NC(=O)Nc3ccccc3)ccc2OC[C@@H](C)N(CC2CC2)C[C@H]1C
→ 0.2	.	-73	17
50. C[C@@H]1CCCCO[C@@H](CN(C)Cc2ccc3c(c2)OCO3)[C@@H](C)CN([C@@H](C)CO)C(=O)c2cc(NS(=O)(=O)c3cccs3)ccc2O1
→ -0.2	8&10	32&48	-26&30

Single records, from the list above.
Results for C[C@@H]1CN([C@H](C)CO)C(=O)Cc2cc(NS(C)(=O)=O)ccc2O[C@H]1CN(C)C(=O)Nc1ccc(F)cc1 : GASC1 inh = 15; C diff growth = 1; T cruzi growth = 27; Pf Dd2 inh = 5
Results for CC(C)C#Cc1ccc([C@H]2[C@@H](CO)N3C(=O)CN(C(=O)NC4CCCC4)C[C@@H]23)cc1 : GASC1 inh = 0.6; C diff growth = -3; T cruzi growth = .; Pf Dd2 inh = -7

More entries follow:
Every second line gives: GASC1 inh	C diff growth	T cruzi growth	Pf Dd2 inh
51. CCCN1[C@@H]2c3cccc(=O)n3C[C@H]1[C@H](CO)[C@H]2C(=O)N[C@H](C)c1ccccc1
→ -1.0	-2	.	16
52. CC(C)NC(=O)Nc1ccc2c(c1)C(=O)N([C@@H](C)CO)C[C@H](C)[C@H](CN(C)S(=O)(=O)c1ccc(Cl)cc1)O2
→ -0.3	3	-112	4
53. O=C(C[C@@H]1CC[C@H]2[C@@H](COC[C@@H](O)CN2Cc2nccs2)O1)N1CCC(Cc2ccccc2)CC1
→ -1.0	4&-7	40	.
54. CO[C@H]1CN(C)C(=O)c2ccc(NC(=O)C3CC3)cc2OC[C@@H](C)N(Cc2cc(F)ccc2F)C[C@H]1C
→ -0.6	.	40	-7
55. O=C(Nc1ccc(Cl)cc1)N1C[C@@H]2[C@H](c3ccccc31)[C@H](CO)N2C(=O)C1CC1
→ -2.1	-3	7	28
56. C[C@H]1CN([C@@H](C)CO)S(=O)(=O)c2ccc(-c3cncnc3)cc2O[C@H]1CN(C)Cc1cncnc1
→ -0.8	1	21	37
57. O=C(Nc1ccccc1)N1C[C@@H]2[C@H](c3ccccc31)[C@@H](CO)N2Cc1ccccc1
→ -2.0	4	-50	-22
58. C[C@H](CO)N1C[C@H](C)[C@H](CN(C)S(=O)(=O)c2ccccc2)Oc2ccc(NS(C)(=O)=O)cc2CC1=O
→ -1.5	6	36	12
59. C[C@@H]1CCCCO[C@H](CN(C)S(=O)(=O)c2cn(C)cn2)[C@@H](C)CN([C@@H](C)CO)C(=O)c2cc(N(C)C)ccc2O1
→ 23	-3	-4	.
60. C[C@H](CO)N1C[C@H](C)[C@@H](CN(C)Cc2ccccc2C(F)(F)F)OCc2ccccc2-c2c(n(C)c3ccccc23)C1=O
→ -0.9	14	.	-60
61. C[C@H](CO)N1C[C@H](C)[C@@H](CN(C)Cc2ccccc2)Oc2ccc(NC(=O)CCCCCC(=O)Nc3ccccc3N)cc2CC1=O
→ 0.4	-10	92	-63
62. COc1ccc(S(=O)(=O)N(C)C[C@H]2Oc3ccc(NS(=O)(=O)c4ccc(Cl)cc4)cc3C(=O)N([C@H](C)CO)C[C@@H]2C)cc1
→ -1.0	.	-47	-77
63. O=C(C[C@@H]1C[C@H]2c3cc(NC(=O)NC4CCCCC4)ccc3O[C@H]2[C@@H](CO)O1)NCC1CC1
→ -0.5	.	36	26

Taken from above.
Entry of cpd 59 in T cruzi growth: -4
Entry of cpd 58 in GASC1 inh: -1.5
Entry of cpd 62 in Pf Dd2 inh: -77
Entry of cpd 55 in Pf Dd2 inh: 28
Entry of cpd 52 in Pf Dd2 inh: 4
Entry of cpd 57 in GASC1 inh: -2.0
Entry of cpd 63 in T cruzi growth: 36
